Mtb BioA inh: BioA (M. tuberculosis) enzyme inhibition; purified M. tuberculosis BioA enzyme, plate reader; inhibition, % at 9.99 µM; 0.096% of 360,000 active; AID 602481; in the data active means inhibition above about 40%; inconclusive means no clear call, values can overlap the other calls
UGM FP inh: inhibitors of M. tuberculosis UDP-galactopyranose mutase; inhibition, % at 10 µM; P9WIQ1; purified UGM, fluorescence polarization probe displacement; 0.06% of 320,000 active; in the data active means inhibition above about 10%, passing the limit was not always enough; inconclusive means no clear call, values can overlap the other calls
Target sequence (P9WIQ1 whole entry, looked up): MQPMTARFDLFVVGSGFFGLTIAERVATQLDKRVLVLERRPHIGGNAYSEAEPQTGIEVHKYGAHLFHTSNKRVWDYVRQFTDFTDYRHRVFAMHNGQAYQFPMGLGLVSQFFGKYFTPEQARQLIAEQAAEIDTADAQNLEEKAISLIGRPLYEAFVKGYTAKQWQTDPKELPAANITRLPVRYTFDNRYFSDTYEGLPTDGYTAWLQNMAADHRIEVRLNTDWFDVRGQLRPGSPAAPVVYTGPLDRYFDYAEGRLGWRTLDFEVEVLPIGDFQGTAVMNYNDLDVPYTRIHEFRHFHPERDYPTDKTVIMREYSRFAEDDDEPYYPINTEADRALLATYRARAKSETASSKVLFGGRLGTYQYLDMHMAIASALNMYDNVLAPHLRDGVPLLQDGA
BoNT-F LC inh: inhibitors of Botulinum neurotoxin F light chain protease; 0.22% of 360,000 active; inhibition, % at 10 µM; Multiplex microsphere protease cleavage assay, flow cytometry; AID 588497; in the data active means inhibition above about 35%, passing the limit was not always enough; inconclusive means no clear call, values can overlap the other calls; further: plate controls were buffer without enzyme for full effect and enzyme alone for no effect
Rv3671c protease: Rv3671c (M. tuberculosis) protease inhibition; P9WHR9; 0.048% of 320,000 active; inhibition, % at 5.96 µM; in the data active means inhibition above about 38%;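 further: extracellular domain of Rv3671c used as enzyme; 0% = enzyme with DMSO and 100% = no enzyme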
Target sequence (P9WHR9 whole entry, looked up, the tested form may be a part): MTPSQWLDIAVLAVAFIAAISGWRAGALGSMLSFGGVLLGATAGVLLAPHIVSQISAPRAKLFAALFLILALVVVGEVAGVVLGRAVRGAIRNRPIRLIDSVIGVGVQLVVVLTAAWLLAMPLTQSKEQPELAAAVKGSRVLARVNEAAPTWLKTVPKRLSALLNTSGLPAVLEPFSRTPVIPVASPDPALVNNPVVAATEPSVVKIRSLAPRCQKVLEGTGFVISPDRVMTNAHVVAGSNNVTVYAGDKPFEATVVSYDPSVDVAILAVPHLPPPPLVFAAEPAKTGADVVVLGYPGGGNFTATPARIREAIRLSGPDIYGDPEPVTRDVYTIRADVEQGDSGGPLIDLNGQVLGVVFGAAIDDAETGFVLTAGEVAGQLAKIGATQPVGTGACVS
Mtb FBA inh: inhibitors of M. tuberculosis fructose-bisphosphate aldolase; inhibition, % at 1 µM; P9WQA3; 2.3% of 360,000 active; AID 588726; purified M. tuberculosis FBA, fluorescence read-out; in the data active means inhibition above about 27%;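 further: 0% = vehicle and 100% = reference inhibitor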
PrPC TRFRET: cell surface PrPC inhibition, primary TR-FRET screen | inhibition, % at 13.8 µM | P04156 | 0.43% of 370,000 active | TR-FRET read-out; in the data active means inhibition above about 24%; further: 0% = median of the test wells and 100% = reference compound wells
MazEF act: increases E. coli MazEF RNase cleavage of RNA | 0.32% of 350,000 active | AID 504720 | activation, % at 20 µM | FAM/BHQ RNA-DNA oligo cleavage fluorescence, 5 h | P0AE70; in the data active means activation above about 50%
Target sequence (P0AE70 whole entry, looked up): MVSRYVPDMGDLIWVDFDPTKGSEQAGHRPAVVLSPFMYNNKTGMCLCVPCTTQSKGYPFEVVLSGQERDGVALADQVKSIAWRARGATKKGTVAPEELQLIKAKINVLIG
FadD28 FP inh: M. tuberculosis FadD28 bisubstrate binding inhibition; 0.22% of 360,000 active; AID 588549; inhibition, % at 12.5 µM; FadD28 bisubstrate probe binding, fluorescence polarization; in the data active means inhibition above about 8.5%, passing the limit was not always enough; inconclusive means no clear call, values can overlap the other calls
GDH-TPI counter: GDH-TPI coupled enzyme inhibition counter-screen; GDH-TPI coupled enzyme counterscreen, NADH absorbance; inhibition, % at 4.8 µM; 1.2% of 360,000 active; AID 588335; in the data active means inhibition above about 30%;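 further: 0% = DMSO wells and 100% = wells lacking the enzyme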
* marks the source's active call; other numbers are inactive results; ? = inconclusive; . = no result given; + = active, no number; & = joins results of further samples. Hits appear at their usual frequency; 4.8% or so of the library scored in one or more.

SMILES	Mtb BioA inh	UGM FP inh	BoNT-F LC inh	Rv3671c protease	Mtb FBA inh	PrPC TRFRET	MazEF act	FadD28 FP inh	GDH-TPI counter
CCCc1nc2ccc(Br)cn2c1Cc1ccccc1OC	6.6	.	-25	.	-1	7	.	-8.8	.
O=C(CSc1nnc(-c2cccs2)n1Cc1ccccc1)NCc1ccc2c(c1)OCO2	.	1.9	2	-1	3	-7	3	-4.9	-6
COc1ccc(N2C(=O)NC3CC2(C)Oc2ccc(Cl)cc23)cc1OC (stereo not given)	.	-0.4	-12	1	15	3	0	-1.6	-9
Cc1nc(SCCOc2ccc(F)cc2)c2ccccc2n1	-1.2	0.1	-5	-3	6	-2	-6	-0.5	5
O=S(=O)(c1ccc(F)c(F)c1)N1CCC2(CC1)OCCO2	-0.3	0.8	3	-4	4	6	0	-1.8	17
O=C(c1cnn2c(C(F)F)cc(-c3ccccc3)nc12)N1CCN(Cc2ccc3c(c2)OCO3)CC1	1.7	4.1	-1	1	-1	-9	0	-4.4	4
CSc1nc(C)c(Cc2c(F)cccc2Cl)c(=O)[nH]1	-1.6	2.9	?	-1	1	-3	1	-0.4	10
O=C(CCc1c[nH]c2ccccc12)OCc1cccc([N+](=O)[O-])c1	0.0	2.2	4	-1	1	-14	-3	-0.5	-8
CCOC(=O)c1c(N)sc2c1CCCC2	1.0	-0.7	-2	3	-7	0	8	-3.0	-8
Cc1cccc(C(=O)NCCCNC(=O)c2ccco2)c1	-1.8	0.3	-5	2	-3	4	15	-3.5	-1
CN(Cc1cccc(-n2cccn2)c1)C(=O)CCc1nnc(C2CCCCC2)o1	.	-3.4	-4	-4	2	3	7	-3.5	-10
Cc1cc(C(=O)CSc2nnc(-c3ccc(OC(F)F)cc3)o2)c(C)n1Cc1cccs1	-2.3	-2.3	3	6	-3	2	-34	0.3	9
Cc1ccccc1OCC(=O)NCC(=O)N/N=C/c1ccc(Br)o1	-5.5	0.3	-9	-5	-3	3	4	1.2	21
CCOc1ccccc1N(CC(=O)NC(C)(C)C)C(=O)Cn1nnc(-c2ccc(C)o2)n1	.	0.2	22	-21	1	-2	-9	-3.1	-1
Cc1ccc(C(=O)n2nc(-c3ccccc3)nc2NCc2ccco2)cc1	-0.8	0.4	-3	-4	3	0	4	-0.7	8
CCOC(=O)c1c(NC(=O)COC(=O)c2cccc([N+](=O)[O-])c2)sc(C(=O)N(C)C)c1C	8.3	.	-4	.	-2	4	9	-2.8	4
CCC(C)c1ccc(O)c(N)c1 (stereo not given)	-0.7	-0.5	-3	4	-3	3	-4	-0.7	13
COc1ccc(Nc2nc(-c3cccnc3)nc3ccccc23)cn1	-4.9	4.0	0	-14	0	0	-156	-2.3	11
COc1ccc(N2CC(C(=O)OCC(=O)Nc3cccc(C)c3C)CC2=O)cc1 (stereo not given)	-2.7	-0.8	-1	2	-1	2	2	-4.4	-16
COC(=O)c1ccc(-n2cncn2)c([N+](=O)[O-])c1	.	0.1	-3	8	2	-10	4	0.4	0
COc1ccc(C(=O)OCC(=O)NC(=O)NC2CCCC2)c(OC)c1	-2.7	2.6	-4	-10	2	8	-3	-3.6	-11
CC(Oc1ccccc1)C(=O)Nc1ccc(C(N)=O)cc1 (stereo not given)	3.9	-1.8	-2	-3	1	4	-15	-2.0	-5
CCN(CC(=O)Nc1c(F)cccc1F)C(=O)CC1CCCC1	.	-1.1	5	-9	2	2	3	-0.8	4
CC(C)(C)OC(=O)NCCCCCc1nnc(SCc2ccccc2F)o1	.	-2.5	-4	8	4	8	-1	-3.2	0
O=C(COc1ccc2ccccc2c1Br)NNC(=O)Nc1ccccc1	-1.1	0.6	-9	-16	0	7	-46	-2.8	10

The list goes on:
SMILES	Mtb BioA inh	UGM FP inh	BoNT-F LC inh	Rv3671c protease	Mtb FBA inh	PrPC TRFRET	MazEF act	FadD28 FP inh	GDH-TPI counter
COc1ccc(CC(=O)Nc2ccc(S(=O)(=O)Nc3cc(C)on3)cc2)cc1OC	0.2	-2.4	7	16	0	-5&-9	3	-0.4	0
CCN(C(=O)CSc1nc(N)cc(=O)[nH]1)C1CCS(=O)(=O)C1 (stereo not given)	-0.7	-1.6	-6	-3	-1	-4	0	-2.3	-5
CC1=C(C)C(OCCBr)N(c2cc(O)c(Cl)cc2F)C1=O (stereo not given)	.	-0.3	-10	6	2	12	0	-6.0	-4
COc1ccc(CNC(=O)/C=C/[C@H]2O[C@@H](n3cc(C)c(=O)[nH]c3=O)C[C@@H]2O)cc1	-0.9	.	5	.	1	-3	.	-0.4	.
CCN(CC)Cc1c(O)ccc2c(C)c(CC(=O)OC)c(=O)oc12	-3.0	-1.9	-17	-2	+	2	5	-0.4	24
COC(=O)N/N=C/c1ccc(OCCSc2ccc(Cl)cc2)c(OC)c1	-2.3	1.7	-11	-27	-1	-1	10	-0.9	-4
O=C(O)c1cc(N2CCCCC2)nc2ccccc12	-0.6	.	-1	.	12	1	-33	-1.7	21
CCCN1C2=C(C(=O)CCC2)C(c2ccc(O)c(Br)c2)C2=C1CCCC2=O	-0.2	4.1	-11	-8	-1	0	8	-3.8	-2
Cc1cccc(C2(c3cccc(C)c3)CC2C(=O)NCC2CCCO2)c1 (stereo not given)	4.0	-0.6	0	-1	-1	-2	-4	-3.0	-3
O=[N+]([O-])c1cccc(CNc2ccc3c(c2)CCC3)c1	1.0	0.2	1	-4	0	4	0	0.7	-6
Cc1ccc(C(=O)N/C(=C/c2cccc([N+](=O)[O-])c2)C(=O)NC(C)C)cc1	.	2.2	3	-5	0	-20	10	-2.5	5
COc1ccc(Cl)cc1NC(=O)COc1ccc2c(c1)OCO2	-1.4	-1.1	3	6	3	1	9	-1.7	2
O=C1C2C3CCC(C3)C2C(=O)N1CNc1ccccc1 (stereo not given)	.	0.3	-3	-1	-1	-4	4	-3.1	10
O=C(c1ccc(-c2ccc([N+](=O)[O-])cc2Cl)o1)N1CCOCC1	.	-1.6	-6	-8	-5	-1	8	-0.8	12
O=C(COC(=O)CNC(=O)c1ccc(Cl)cc1)Nc1ccc(Cl)cn1	0.6	1.8	4	-12	3	2	1	-0.2	8
O=C(CN1CCOCC1)N1CCCc2c1c(=O)oc1ccc(OCc3ccccc3)cc21	2.5	0.6	-4	3	10	-9	-9	-1.3	32*
O=C(NC(O)C(=O)c1ccccc1)c1cccs1 (stereo not given)	-1.0	0.9	-1	2	1	-5	14	1.4	0
CCn1cc(C(=O)NN)c(=O)c2cc(F)c(N3CCCCC3)cc21	9.8	.	4	.	3	-6	4	0.0	4
Cc1cc2nc(-c3ccc(NC(=O)c4cccnc4)cc3)oc2cc1C	.	-0.3	-4	-20	4	8	-16	-3.0	34*
Nc1nc(Cl)cc(-c2ccccc2)n1	.	-1.4	-3	-7	1	5	1	-3.8	-3
Cc1ccc(/C=N/NC(=O)c2ccccc2OCc2cccc(Br)c2)o1	.	0.7	-1	-8	-2	-6	5	-5.7	20
CC1(C)OC(=O)C2=C(CC(c3ccccc3)OC2CCc2ccccc2)O1 (stereo not given)	-3.2	.	4	.	-3	3	-14	-5.1	-6
O=C(O)c1ccc(NS(=O)(=O)c2ccc3c(c2)C2C=CCC2C(c2ccccc2F)N3)cc1 (stereo not given)	.	.	-7	.	2	-6	-4	43*	7
COc1ccc(NS(=O)(=O)c2ccc3[nH]c(=O)[nH]c3c2)cc1	-0.8	-0.5	?	2	0	9	4	-5.9	13
Cc1cccc(C(=O)n2c(=S)nc3cc(C)ccn32)c1	.	-1.5	?	-1	4	9	-5	-4.7	22

Some of the entries above, set out differently.
| structure | Mtb BioA inh | UGM FP inh | BoNT-F LC inh | Rv3671c protease | Mtb FBA inh | PrPC TRFRET | MazEF act | FadD28 FP inh | GDH-TPI counter |
| --- | --- | --- | --- | --- | --- | --- | --- | --- | --- |
| Cc1ccccc1OCC(=O)NCC(=O)N/N=C/c1ccc(Br)o1 | -5.5 | 0.3 | -9 | -5 | -3 | 3 | 4 | 1.2 | 21 |
| CCOc1ccccc1N(CC(=O)NC(C)(C)C)C(=O)Cn1nnc(-c2ccc(C)o2)n1 | . | 0.2 | 22 | -21 | 1 | -2 | -9 | -3.1 | -1 |
| Cc1ccc(C(=O)n2nc(-c3ccccc3)nc2NCc2ccco2)cc1 | -0.8 | 0.4 | -3 | -4 | 3 | 0 | 4 | -0.7 | 8 |
| CCOC(=O)c1c(NC(=O)COC(=O)c2cccc([N+](=O)[O-])c2)sc(C(=O)N(C)C)c1C | 8.3 | . | -4 | . | -2 | 4 | 9 | -2.8 | 4 |
| CCC(C)c1ccc(O)c(N)c1 (stereo not given) | -0.7 | -0.5 | -3 | 4 | -3 | 3 | -4 | -0.7 | 13 |
| COc1ccc(Nc2nc(-c3cccnc3)nc3ccccc23)cn1 | -4.9 | 4.0 | 0 | -14 | 0 | 0 | -156 | -2.3 | 11 |

Further compounds.
SMILES	Mtb BioA inh	UGM FP inh	BoNT-F LC inh	Rv3671c protease	Mtb FBA inh	PrPC TRFRET	MazEF act	FadD28 FP inh	GDH-TPI counter
CCN(CC(=O)Nc1cccc(OC)c1)C(=O)c1ccc(C)s1	-2.2	1.1	-6	-1	0	7	4	1.9	16
COc1ccc2nc(NC(=O)C3CC(=O)N(c4ccc5c(c4)OCCO5)C3)sc2c1 (stereo not given)	.	.	-5	.	1	-12	-1	-5.0	-2
CCC(=O)c1ccc(O)c(OC)c1	-0.8	0.2	-1	8	1	-2	6	0.0	14
COc1ccc(CN2C[C@@H](CO)O[C@@H](n3cnc4c(NC5CCC5)ncnc43)C2)cc1	-2.1	.	-3	.	0	13	.	-3.2	-5
CSc1nnc2c(n1)OC1(Nc3ccccc3-2)C(=O)Nc2ccccc21 (stereo not given)	.	-2.3	-1	6	-2	4	-4	-2.5	0
COc1cccc(S(=O)(=O)c2nc(C)c3c(n2)CCC3)c1	.	0.2	-2	-3	4	-3	13	-0.3	-1
O=C(CSc1nc2ccccc2c(=O)n1CCCO)N1CCc2ccccc21	-1.7	-0.9	0	3	-1	-6	9	0.8	6
O=C(CCN1C(=O)/C(=C/C=C/c2ccccc2)SC1=S)Nc1nccs1	-1.9	0.7	20	-4	-5	-3	41	-0.8	14
O=S(Cc1ccc(Cl)cc1)CC(O)(c1ccccc1)c1ccccc1 (stereo not given)	.	0.6	-1	5	1	1	1	-2.5	-11
CCc1cc[n+](-c2nc3ccccc3nc2C(=C=[N-])C#N)cc1	1.5	-0.9	12	-2	-5	-17	9	1.5	3
O=C(Nc1cnc2sc3c(n2c1=O)CCCC3)c1ccc(F)cc1	.	-1.0	.	-3	2	-1	8	-3.5	25
CCSc1nnc(NC(=O)c2ccc(S(=O)(=O)N(C)C)cc2)s1	.	1.3	-5	4	0	4	6	-1.5	7
COc1nccnc1NS(=O)(=O)c1ccc(N/C=C2\CCCCC2=O)cc1	.	-1.2	-2	0	1	-4	2	2.0	4
CCn1c(SC(C)C(=O)O)nc2sc3c(c2c1=O)CCC3 (stereo not given)	0.0	3.1	-16	4	-1	1	11	-0.2	17
CCOc1cccc(C2C(C#N)=C(N)Oc3cc(C)[nH]c(=O)c32)c1OCC (stereo not given)	.	0.9	0	9	3	1	12	-1.1	0
Cc1nn(C)c(Oc2cccc(Cl)c2)c1C(=O)Nc1ccc(F)cc1	14	3.4	-4	3	-1	5	-10	-1.4	2
Cc1csc(SC(C)C(=O)Nc2ccc(Cl)cn2)n1 (stereo not given)	1.1	-1.0	?	-12	2	0	3	-2.4	-3
Cn1c(=O)c2c(nc(Br)n2Cc2nnc(N)s2)n(C)c1=O	-0.9	3.3	-4	10	3	1	-9	-2.7	-3
O=C(O)Cn1ncn(-c2ccc(OC(F)(F)F)cc2)c1=O	-0.8	-0.1	-4	0	4	-5	20	-1.7	1
O=C(O)c1ccc(N=Cc2c(O)[nH]c(=O)[nH]c2=O)cc1	0.6	0.4	18	-5	-3	0	11	0.7	15
COCCn1c(SCC(=O)Nc2ccc3c(c2)OCCO3)nnc1-c1ccncc1	-1.2	4.7	2	1	-2	-8	7	0.1	7
O=[N+]([O-])c1cc(/C=N/O)ccc1Sc1ccccc1	-0.9	-5.0	-8	-3	-8	-22	8	-6.3	-5
COCCNC(=O)c1onc(CSc2ccccn2)c1C(=O)NCCOC	-0.9	2.4	-10	-7	-2	-2	8	-0.2	-1
CC(=O)Cc1nsc(NC(=O)c2ccc(COc3ccccc3Cl)o2)n1	-0.1	0.1	2	-29	-1	7	2	-0.4	4
COc1ccc(-n2nc(C(=O)N3CCC(N4CCCCC4)CC3)c3c4ccccc4n(C)c3c2=O)cc1	-1.3	0.3	1	2	3	-5	5	-0.8	8

Bioassay records: PubChem BioAssay, several laboratories
